Bioassay records (PubChem BioAssay)
AID2073 = inhibitors of Mint1-CaV2.2 protein interaction, biochemical, HTRF (AID 2073). 290,000 compounds, 0.19% hits. HTRF protein-protein interaction, Mint1-CaV2.2; higher % means a stronger effect. Voltage-dependent N-type calcium channel subunit alpha-1B (Homo sapiens). inhibition, % at 20 µM, or IC50 in µM where a hit was titrated; in the data active = inhibition mostly above about 51%, no sharp cut-off; also: some results filed as inactive read as strong as hits
XIAP antagonists = XIAP antagonists, biochemical, IAP family, fluorescence polarization (AID 1018); XIAP BIR domain, fluorescence polarization peptide displacement; higher % means a stronger effect; one-dose displacement, % at 20 µM; IC50 in µM for titrated hits; 200,000 compounds, 0.007% hits; E3 ubiquitin-protein ligase XIAP (Homo sapiens); in the data active = displacement above about 50%; also: a part of the inactive calls stands beside numbers as strong as those of hits
PMI inhibition = human PMI inhibitors, high substrate, primary screen, biochemical, fluorescence intensity, high mannose 6-phosphate (AID 1220); Mannose-6-phosphate isomerase (Homo sapiens); recombinant PMI enzyme, coupled fluorescence intensity; higher % means a stronger effect; inhibition, % at 20 µM; hits with a dose series show IC50 in µM; 190,000 compounds, 0.66% hits
PMI inhibitors = inhibitors of human PMI, primary screen, biochemical, fluorescence intensity, coupled assay (AID 1209); purified PMI enzyme, coupled fluorescence intensity; higher % means a stronger effect; 190,000 compounds, 0.42% hits; Mannose-6-phosphate isomerase (Homo sapiens); one-dose inhibition, % at 20 µM; IC50 in µM for titrated hits;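 also: plate controls were DMSO vehicle for no effect and wells lacking substrate for full effect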
LYP inhibition = inhibitors of LYP phosphatase, biochemical, fluorescence intensity, uHTS (AID 1779). Tyrosine-protein phosphatase non-receptor type 22 (Homo sapiens). recombinant LYP phosphatase, fluorescence intensity; higher % means a stronger effect. inhibition, % at 11.5 µM; hits with a dose series show IC50 in µM. 290,000 compounds, 0.054% hits;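 also: plate controls were vehicle with enzyme for no effect and no enzyme for full effect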
M1AAP inhibition = P. falciparum M1AAP inhibitors, biochemical, fluorogenic H-Leu-NHMec substrate, 1536-well (AID 1445); Aminopeptidase N (Plasmodium falciparum (isolate 3D7)); recombinant M1AAP, H-Leu-NHMec fluorogenic kinetic assay; higher % means a stronger effect; inhibition, % at 30 µM, or IC50 in µM where a hit was titrated; 220,000 compounds, 0.42% hits;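 active = primary inhibition above the hit cutoff, then over 50% inhibition at one or more dose response concentrations, cut at about 23% in these data, passing the limit was not always enough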;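 also: plate controls were DMSO full reaction for no effect and no enzyme background for full effect; strong numbers were not always called active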
Dynein transport = inhibitors of GR-EGFP nuclear translocation, primary screen, dynein cargo transport inhibitor project, imaging, high-content, 3617.4 mouse cells | 220,000 compounds, 0.47% hits | z-score, hits read low | test concentration mostly 20 µM; stimulated with dexamethasone, 1 µM; active compounds read low;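 active = plate z-score of nuclear minus cytoplasmic receptor signal below a set negative limit, without overly bright fluorescence or cell loss, cut at about -3.5 in these data, passing the limit was not always enough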;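 also: z-score of nuclear minus cytoplasmic ring GR-EGFP intensity difference per well; some compounds called inactive have numbers as strong as hits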
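Also added: dexamethasone, 1.0 µM final. Medium: tet-free, stripped-serum medium. Detection: fixed, Hoechst-stained cells imaged at 10x for EGFP. Read-out: nuclear-to-cytoplasmic GR-EGFP distribution per well. Times: induction 48 h, compound 1 h, agonist 30 min.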
M17LAP inhibition = P. falciparum M17LAP inhibitors, primary screen, biochemical, fluorogenic H-Leu-NHMec substrate, 1536-well (AID 1619); Leucine aminopeptidase (Plasmodium falciparum (isolate 3D7)); recombinant M17LAP, H-Leu-NHMec fluorogenic kinetic assay; higher % means a stronger effect; one-dose inhibition, % at 30 µM; IC50 in µM for titrated hits; 220,000 compounds, 0.38% hits;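 active = compound inhibiting the enzyme by more than half at any dose during confirmatory dose-response retesting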;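 also: plate controls were full reaction with DMSO carrier for no effect and no enzyme background for full effect; strong numbers were not always called active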
Siah-1 displacement = Siah-1 peptide-binding antagonists, primary screen, biochemical, fluorescence polarization, rhodamine-plectin, uHTS (AID 1817) | E3 ubiquitin-protein ligase SIAH1 (Homo sapiens) | Siah-1 / rhodamine-plectin peptide fluorescence polarization; higher % means a stronger effect | displacement, % at 20 µM, or IC50 in µM where a hit was titrated | 290,000 compounds, 0.02% hits;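 active = displacement of at least 50% at 20 µM, with a fluorescence ratio check between 0.3 and a set limit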;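 also: plate controls were Siah plus tracer with DMSO for no effect and tracer alone without Siah for full effect; strong numbers were not always called active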
Dynein transport cytoplasmic EGFP = second read-out of Dynein transport, no call of its own (marks repeat the call); z-score; measured here: cytoplasmic GR-EGFP intensity; active compounds read high
Dynein transport nuclear GR-EGFP = second read-out of Dynein transport, no call of its own (marks repeat the call); z-score; measured here: nuclear GR-EGFP intensity;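 lower value marks the stronger effect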
Dynein transport cell count = recorded beside Dynein transport, whose call it bears; z-score; measured here: cell count per field
An asterisk follows results filed as active. Rule as the data show it, unless noted: active = inhibition above about 50%; inactive = the rest.

Screening CC(c1cccnc1)N(C(=O)Nc1ccccc1)C1CCCCC1 (stereo unspecified) returned AID2073 -3%, XIAP antagonists -2.0%, PMI inhibition -4%, PMI inhibitors -4%, LYP inhibition -9%, M1AAP inhibition 10%, Dynein transport 0.1, M17LAP inhibition 1%, Siah-1 displacement -1%, Dynein transport cytoplasmic EGFP -0.12, Dynein transport nuclear GR-EGFP 0.22 and Dynein transport cell count 0.18.
For CO/N=C/c1ccc(Oc2ccc([N+](=O)[O-])cc2[N+](=O)[O-])c(OC)c1 the results were AID2073 3%, XIAP antagonists -8.8%, PMI inhibition 0%, PMI inhibitors 3%, LYP inhibition 3%, M1AAP inhibition 4%, Dynein transport -0.15, M17LAP inhibition 8%, Siah-1 displacement -6%, Dynein transport cytoplasmic EGFP -0.27, Dynein transport nuclear GR-EGFP -0.45 and Dynein transport cell count 0.3.
Screening CC(=O)Nc1ccc(N=Nc2ccc(O)cc2)cc1 returned AID2073 6%, XIAP antagonists -5.4%, PMI inhibition -2%, PMI inhibitors 10%, LYP inhibition -2%, M1AAP inhibition 17%, Dynein transport -0.026, M17LAP inhibition 15%, Siah-1 displacement 0%, Dynein transport cytoplasmic EGFP -0.26, Dynein transport nuclear GR-EGFP 0.071 and Dynein transport cell count 1.5.
For Cc1ccc(Nc2nc(NCC3CCCO3)nc(N)c2[N+](=O)[O-])cc1 (stereo unspecified) the results were AID2073 -12%, XIAP antagonists -5.5%, PMI inhibition 6%, PMI inhibitors 13%, LYP inhibition -3%, M1AAP inhibition -2%, Dynein transport -0.083, M17LAP inhibition 17%, Siah-1 displacement 14%, Dynein transport cytoplasmic EGFP -0.17, Dynein transport nuclear GR-EGFP -0.14 and Dynein transport cell count -0.21.
Screening COC(=O)c1sc2nc(SCc3cccc(Cl)c3)n(N)c(=O)c2c1C returned AID2073 -2%, XIAP antagonists -1.4%, PMI inhibition 11%, PMI inhibitors 9%, LYP inhibition -3%, M1AAP inhibition -9%, Dynein transport 3.4, M17LAP inhibition -5%, Siah-1 displacement -1%, Dynein transport cytoplasmic EGFP -0.25, Dynein transport nuclear GR-EGFP 1.2 and Dynein transport cell count -1.2.
For Cc1ccccc1-n1c([C@@H]2C[C@H]2c2ccccc2)n[nH]c1=S the results were AID2073 -24%, LYP inhibition -4%, M1AAP inhibition 5%, Dynein transport -0.97, M17LAP inhibition 1%, Siah-1 displacement -3%, Dynein transport cytoplasmic EGFP -0.26, Dynein transport nuclear GR-EGFP -0.52 and Dynein transport cell count 0.51.
For Nc1nnc(CC(=O)N/N=C/c2ccccc2OCc2ccc(F)cc2)s1 the results were AID2073 -10%, LYP inhibition -3%, M1AAP inhibition 4%, Dynein transport 0.18, M17LAP inhibition 12%, Siah-1 displacement -1%, Dynein transport cytoplasmic EGFP -0.25, Dynein transport nuclear GR-EGFP 0.67 and Dynein transport cell count -0.16.
`O=C(Cc1c(C(=O)O)[nH]c2ccccc12)NCCN1CCN(c2ccccc2F)CC1` gave AID2073 4%, XIAP antagonists -10%, PMI inhibition 6%, PMI inhibitors 8%, LYP inhibition -13%, M1AAP inhibition 8%, Dynein transport -0.42, M17LAP inhibition 21%, Siah-1 displacement -2%, Dynein transport cytoplasmic EGFP 0.095, Dynein transport nuclear GR-EGFP 0.4 and Dynein transport cell count -0.002.
Screening COc1ccc(OC)c(/C=N/NC(=O)CCN2CCN(C(c3ccccc3)c3ccccc3)CC2)c1 returned AID2073 23%, XIAP antagonists -9.6%, PMI inhibition 2%, PMI inhibitors 4%, LYP inhibition -8%, M1AAP inhibition 8%, Dynein transport -0.91, M17LAP inhibition -6%, Siah-1 displacement -8%, Dynein transport cytoplasmic EGFP -0.22, Dynein transport nuclear GR-EGFP -0.68 and Dynein transport cell count 0.48.
`Cc1cc(NC(=O)C2CC(=O)OC2c2ccccc2)no1` (stereo unspecified) gave AID2073 -2%, XIAP antagonists 1.0%, PMI inhibition 17%, PMI inhibitors 14%, LYP inhibition -5%, M1AAP inhibition 0%, Dynein transport -0.95, M17LAP inhibition -2%, Siah-1 displacement 2%, Dynein transport cytoplasmic EGFP -0.062, Dynein transport nuclear GR-EGFP -0.31 and Dynein transport cell count 0.32.
O=C1CCCC/C1=C/Nc1cccc(C(F)(F)F)c1 was read as AID2073 2%, XIAP antagonists -7.1%, PMI inhibition 22%, PMI inhibitors 20%, LYP inhibition -7%, M1AAP inhibition -2%, Dynein transport 0.75, M17LAP inhibition -3%, Siah-1 displacement 1%, Dynein transport cytoplasmic EGFP -0.28, Dynein transport nuclear GR-EGFP 0.51 and Dynein transport cell count -0.042.
COc1ccccc1NC(=O)Nc1nn(C)c2cccc(N(C)C)c12 was read as AID2073 -9%, LYP inhibition -5%, M1AAP inhibition 3%, Dynein transport 0.6, M17LAP inhibition 3%, Siah-1 displacement 2%, Dynein transport cytoplasmic EGFP -0.21, Dynein transport nuclear GR-EGFP 0.81 and Dynein transport cell count -0.59.
N#Cc1c2c(c(NCc3cccnc3)n3c1nc1ccccc13)CCC2 was read as AID2073 0%, XIAP antagonists -6.8%, PMI inhibition 11%, PMI inhibitors 15%, LYP inhibition -8%, M1AAP inhibition 4%, Dynein transport 0.18, M17LAP inhibition -4%, Siah-1 displacement 1%, Dynein transport cytoplasmic EGFP -0.015, Dynein transport nuclear GR-EGFP 0.5 and Dynein transport cell count -0.46.
For COc1ccc(-c2nc(C#N)c(N3CCN(c4ccccc4)CC3)o2)cc1 the results were AID2073 5%, XIAP antagonists -4.0%, PMI inhibition 9%, PMI inhibitors 12%, LYP inhibition 4%, M1AAP inhibition 5%, Dynein transport 0.37, M17LAP inhibition -6%, Siah-1 displacement -3%, Dynein transport cytoplasmic EGFP 0.09, Dynein transport nuclear GR-EGFP 0.61 and Dynein transport cell count -0.52.
NNC(=O)CCS(=O)(=O)c1ccc2ccccc2c1 was read as AID2073 8%, XIAP antagonists -4.5%, PMI inhibition -24%, PMI inhibitors -19%, LYP inhibition -1%, M1AAP inhibition -6%, Dynein transport 0.068, M17LAP inhibition 5%, Siah-1 displacement -3%, Dynein transport cytoplasmic EGFP -0.26, Dynein transport nuclear GR-EGFP -0.24 and Dynein transport cell count 0.71.
Screening CCOc1ccc(S(=O)(=O)N2CCN(c3ccccc3F)CC2)c2cccnc12 returned AID2073 -5%, XIAP antagonists -1.6%, PMI inhibition 27%, PMI inhibitors 19%, LYP inhibition 4%, M1AAP inhibition 5%, Dynein transport -0.46, M17LAP inhibition 9%, Siah-1 displacement -3%, Dynein transport cytoplasmic EGFP -0.18, Dynein transport nuclear GR-EGFP 0.29 and Dynein transport cell count 0.73.
For Cc1ccc(Nc2ccc(S(=O)(=O)N3CCOCC3)cc2[N+](=O)[O-])cc1C the results were AID2073 6%, XIAP antagonists -2.9%, PMI inhibition 8%, PMI inhibitors 18%, LYP inhibition 5%, M1AAP inhibition 16%, Dynein transport -0.75, M17LAP inhibition 3%, Siah-1 displacement 6%, Dynein transport cytoplasmic EGFP -0.25, Dynein transport nuclear GR-EGFP -0.47 and Dynein transport cell count 0.16.
O=C(COC(=O)CCC(=O)c1cccs1)NCc1ccccc1 was read as AID2073 2%, XIAP antagonists -11%, PMI inhibition -9%, PMI inhibitors -16%, LYP inhibition -1%, M1AAP inhibition 3%, Dynein transport 1, M17LAP inhibition 9%, Siah-1 displacement 8%, Dynein transport cytoplasmic EGFP -0.24, Dynein transport nuclear GR-EGFP 0.81 and Dynein transport cell count -1.
For Cc1ccc(Nc2nc(N)nc(CN3CCN(Cc4ccc5c(c4)OCO5)CC3)n2)c(C)c1 the results were AID2073 -1%, XIAP antagonists -2.1%, PMI inhibition -2%, PMI inhibitors 6%, LYP inhibition -11%, M1AAP inhibition -5%, Dynein transport -0.79, M17LAP inhibition 5%, Siah-1 displacement 0%, Dynein transport cytoplasmic EGFP -0.18, Dynein transport nuclear GR-EGFP -0.24 and Dynein transport cell count 0.29.
`COc1ccc(C2C(C(=O)Nc3ccc(OC)c(OC)c3)c3ccccc3C(=O)N2C)cc1` (stereo unspecified) gave AID2073 2%, XIAP antagonists -3.3%, PMI inhibition 0%, PMI inhibitors 3%, LYP inhibition 0%, M1AAP inhibition -1%, Dynein transport -0.55, M17LAP inhibition -7%, Siah-1 displacement 2%, Dynein transport cytoplasmic EGFP -0.29, Dynein transport nuclear GR-EGFP 0.084 and Dynein transport cell count -0.45.
`CC(=O)Nc1c(Nc2ccccc2)c2ccccc2oc1=O` gave AID2073 -5%, XIAP antagonists -4.9%, PMI inhibition 0%, PMI inhibitors 1%, LYP inhibition -3%, M1AAP inhibition 2%, Dynein transport 0.41, M17LAP inhibition 18%, Siah-1 displacement 10%, Dynein transport cytoplasmic EGFP -0.2, Dynein transport nuclear GR-EGFP 0.11 and Dynein transport cell count -0.18.

Among those listed so far, two have a cyano group.
N#Cc1c2c(c(NCc3cccnc3)n3c1nc1ccccc13)CCC2 was read as AID2073 0%, XIAP antagonists -6.8%, PMI inhibition 11%, PMI inhibitors 15%, LYP inhibition -8%, M1AAP inhibition 4%, Dynein transport 0.18, M17LAP inhibition -4%, Siah-1 displacement 1%, Dynein transport cytoplasmic EGFP -0.015, Dynein transport nuclear GR-EGFP 0.5 and Dynein transport cell count -0.46.
For COc1ccc(-c2nc(C#N)c(N3CCN(c4ccccc4)CC3)o2)cc1 the results were AID2073 5%, XIAP antagonists -4.0%, PMI inhibition 9%, PMI inhibitors 12%, LYP inhibition 4%, M1AAP inhibition 5%, Dynein transport 0.37, M17LAP inhibition -6%, Siah-1 displacement -3%, Dynein transport cytoplasmic EGFP 0.09, Dynein transport nuclear GR-EGFP 0.61 and Dynein transport cell count -0.52.
